# From PubChem
# EPAC1 agonist – qHTS for Agonist of cAMP-regulated guanine nucleotide exchange factor 3 (EPAC1): primary screen; Potency, µM (top dose mostly 154 µM), without a hit: top-dose activation, actives largely listed as activators; EPAC1 agonist qHTS, biochemical assay; response scale: 100% = response to 6.5 mM cAMP; AID 720707, 2013; Rap guanine nucleotide exchange factor 3 (Homo sapiens), O95398; 0.073% of 360,000 active; also: potency is read from the fitted curve at half-maximal effect; nearly all actives have a fitted effect of over 60% in size
#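 Nucleotide exchange by EPAC1 (100 nM) on Rap1B–BODIPY-GDP (250 nM) in the presence of 50 uM GDP is tracked fluorescently at 480/540 nm over 30 min. Signals are normalized to a 6.5 mM cAMP control.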
# PLK1 PBD inh – qHTS for Inhibitors of PLK1-PDB (polo-like kinase 1 - polo-box domain): Primary Screen | Serine/threonine-protein kinase PLK1 (Homo sapiens), P53350 | Plk1 PBD binding of FITC phosphopeptide, fluorescence polarization | Potency, µM, for inactives: max response, negative = inhibition, actives largely listed as inhibitors | 2.8% of 360,000 active; also: potency is read from the fitted curve at half-maximal effect; series mostly up to about 57 µM; % is scaled to controls: 0 for no effect and ±100 for the full control effect; nearly all actives have a fitted effect of over 65% in size
# Target sequence (P53350 whole entry, looked up, the tested form may be a part): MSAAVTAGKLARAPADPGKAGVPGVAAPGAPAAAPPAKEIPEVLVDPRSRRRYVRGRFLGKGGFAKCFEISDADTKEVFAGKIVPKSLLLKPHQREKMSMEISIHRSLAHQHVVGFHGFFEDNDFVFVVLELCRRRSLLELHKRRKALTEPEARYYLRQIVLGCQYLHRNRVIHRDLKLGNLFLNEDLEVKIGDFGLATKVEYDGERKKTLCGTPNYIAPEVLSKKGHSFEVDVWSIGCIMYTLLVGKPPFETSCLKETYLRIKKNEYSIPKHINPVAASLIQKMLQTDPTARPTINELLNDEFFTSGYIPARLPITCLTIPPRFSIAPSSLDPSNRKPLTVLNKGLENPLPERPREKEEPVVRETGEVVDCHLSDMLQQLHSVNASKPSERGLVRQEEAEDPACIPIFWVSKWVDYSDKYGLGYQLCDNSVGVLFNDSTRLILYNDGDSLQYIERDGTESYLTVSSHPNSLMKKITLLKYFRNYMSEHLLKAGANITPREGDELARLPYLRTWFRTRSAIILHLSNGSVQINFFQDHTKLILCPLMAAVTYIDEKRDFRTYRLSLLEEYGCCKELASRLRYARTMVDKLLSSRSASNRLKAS
# PI5P4K alpha inh – qHTS for Inhibitors of phosphatidylinositol 5-phosphate 4-kinase (PI5P4K); Phosphatidylinositol 5-phosphate 4-kinase type-2 alpha (Homo sapiens), P48426; PI5P4Kalpha enzyme, ADP-Glo luminescence, 60 min; active compounds read low; max response, %; 1.2% of 330,000 active; active = max response of -50% or lower; inconclusive = between -30% and -50%; inactive = -30% or higher; also: value at the top dose of about 77 µM; % is scaled to controls: 0 for no effect and ±100 for the full control effect
# Target sequence (P48426 whole entry, looked up): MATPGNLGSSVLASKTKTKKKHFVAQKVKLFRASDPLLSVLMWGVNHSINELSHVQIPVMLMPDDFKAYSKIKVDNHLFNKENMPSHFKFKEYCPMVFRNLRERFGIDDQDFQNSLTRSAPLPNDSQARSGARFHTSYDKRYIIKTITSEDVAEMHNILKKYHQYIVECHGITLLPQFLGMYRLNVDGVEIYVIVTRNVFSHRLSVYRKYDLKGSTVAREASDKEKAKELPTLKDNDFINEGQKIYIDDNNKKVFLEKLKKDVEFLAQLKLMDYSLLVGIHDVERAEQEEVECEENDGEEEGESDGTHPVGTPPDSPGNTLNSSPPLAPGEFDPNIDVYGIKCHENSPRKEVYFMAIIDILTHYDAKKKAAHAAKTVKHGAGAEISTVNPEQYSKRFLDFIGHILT
#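 PI5P4Kalpha ADP-Glo assay; 5 microM ATP final; 60 min RT reaction; HEPES pH 7.4/EGTA/CHAPS, 5% DMSO; controls lacking substrate or enzyme; luminescent end-point.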
# EPAC1 antag – qHTS for Antagonist of cAMP-regulated guanine nucleotide exchange factor 3 (EPAC1): primary screen | Potency, µM (titrated, usually from 115 µM), for the others: at the highest dose activity change, negative = inhibition, actives largely listed as inhibitors | Rap guanine nucleotide exchange factor 3 (Homo sapiens), O95398 | 0.14% of 360,000 active | EPAC1 GEF assay, Rap1b-BODIPY-GDP exchange fluorescence;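 also: potency is read from the fitted curve at half-maximal effect; plate controls were vehicle for no effect and positive control for full effect; nearly all actives have a fitted effect of over 50% in size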
# IL2 activator – qHTS of IL-2 Activators. IL-2 activation reporter assay, cell-based qHTS; stimulated with anti-CD3/CD4/CD28 beads; in transgenic mouse T cells. activation, % (series mostly up to about 46 µM). 0.065% of 360,000 active. AID 652025, 2013; in the data active = activation above about 50%; inconclusive = mostly about 30% to 49%; also: 0% is about no effect
#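 Screening format: compound pinned onto unstimulated transgenic mouse T cells, 60 min incubation, then anti-CD3/anti-CD4/anti-CD28 bead stimulation for 18 hours at 37 degrees C, followed by EGFP and DsRed detection.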
# WRN inhibitor – qHTS for Inhibitors of WRN Helicase. Bifunctional 3'-5' exonuclease/ATP-dependent helicase WRN (Homo sapiens), Q14191. WRN helicase unwinding, fluorescent forked duplex, kinetic. Potency, µM (highest dose often 114 µM), for inactives: top-dose activity change, negative = inhibition, usual class: inhibitors. 0.46% of 360,000 active; also: potency is read from the fitted curve at half-maximal effect; % is scaled to controls: 0 for no effect and ±100 for the full control effect; nearly all actives have a fitted effect of over 55% in size
#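 WRN at 20 nM final preincubated with compound 15 min at room temperature; reaction started with 100 nM fluorophore/quencher forked duplex oligonucleotide and 2 mM ATP final. Unwinding followed kinetically by red fluorescence (ex 525, em 598 nm).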
# aSyn yeast inh – qHTS of alpha-syn Inhibitors | Potency, µM (titrated, usually from 46.1 µM), for inactives: top-dose growth rescue (activation), actives largely listed as activators | AID 652106, 2013 | 0.14% of 370,000 active | Yeast expressing alpha-synuclein, growth rescue, BacTiter-Glo, 24 h; also: potency is read from the fitted curve at half-maximal effect; % of control where 0% means no effect; nearly all actives have a fitted effect of over 65% in size
#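 Rescue of yeast growth: cells expressing toxic alpha-synuclein, induced in galactose at OD600 0.02, incubated with compound 24 h at 30 C. ATP luminescence quantified growth; inhibitors of toxicity appear as activators.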
# FUS yeast rescue – qHTS for Suppressors of FUS Proteinopathy: Primary screen using FUS-linked yeast assay. 0.24% of 390,000 active. Potency, µM (top dose mostly 76.6 µM), inactives show at the top dose growth rescue (activation), most hits filed as activators. S. cerevisiae FUS-expressing, growth rescue, OD600, 24 h;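 also: potency is read from the fitted curve at half-maximal effect; plate controls were DMSO vehicle for no effect and reference control for full effect; nearly all actives have a fitted effect of over 55% in size; some results filed as inactive show a strong effect at the top dose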
#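 FUS-expressing yeast, raffinose-pregrown, induced in 2% galactose minimal medium at OD 0.005; compounds in a dilution series, 24hr at 30C. Growth restoration read as absorbance at 600 nm. CP55940 positive control, DMSO negative.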
# Abeta yeast res – qHTS for compounds that reverse cellular toxicity of Amyloid beta (A-beta) peptide in yeast: Primary Screen. yeast expressing A-beta42, growth rescue, OD600, 48 h; response scale: 0% DMSO, 100% iron-clioquinol control. Potency, µM (top dose mostly 46.1 µM), inactives show at the top dose growth rescue, hits mostly activators. 0.063% of 410,000 active. AID 1347071, 2019; also: potency is read from the fitted curve at half-maximal effect; nearly all actives have a fitted effect of over 55% in size
#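 Yeast growth medium received pinned compounds, then yeast cells expressing toxic A-beta were added; plates incubated at 30 C for 48 hr. Growth read as absorbance at 600 nm, normalized to DMSO and equimolar FeCl3 plus clioquinol controls.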
# * marks the source's active call; other numbers are inactive results; ? = inconclusive; . = no result given; & = joins results of further samples. Unless noted, calls follow the shape of the dose curve; as a rule, active = well fitted curve in the direction sought with a large enough effect; inconclusive = small, poorly fitted or top-dose-only effect, or another doubt; inactive = no such curve, though single readings can be large; an effect the other way counts as inactive or inconclusive.
SMILES,EPAC1 agonist,PLK1 PBD inh,PI5P4K alpha inh,EPAC1 antag,IL2 activator,WRN inhibitor,aSyn yeast inh,FUS yeast rescue,Abeta yeast res
O=C(CCc1ccc(S(=O)(=O)NCCc2ccccc2)cc1)NCc1ccco1,-6%,-22%,-13,-23%,-0.3,-12%,0%,-3%,-6%
NS(=O)(=O)c1ccc(CCNC(=O)COC(=O)/C=C/c2cc(Br)ccc2F)cc1,-3%,-2%,-5,-6%,-0.5,-29%,-12%,14%,-9%
Cc1cc(C)c(C)c(OCC(=O)N2CCCCCC2)c1,2%,-1%,3,0%,6.1,0%,2%,4%,-18%
Cc1ccc(S(=O)(=O)NCCc2cc3ccc(C)cc3[nH]c2=O)cc1,0%,-4%,-3,-21%,-0.4,2%,-4%,15%,1%
O=C(N[C@@H](Cc1ccc(O)cc1)C(=O)O)C(c1ccccc1)c1ccccc1,-2%,-11%,4,-21%,-0.4,-1%,-2%,-18%,-7%
CC1CCCCC1NC(=O)CCS(=O)(=O)c1ccc(Cl)cc1 (stereo unspecified),-3%,0%,-1,2%,0.8,6%,1%,-9%,5%
COCCCN1CN=C(NS(=O)(=O)c2ccc(C)cc2)NC1,8%,-6%,-2,12%,-0.3,0%,-2%,10%,?
CC(C)c1nnc(NC(=O)c2nc(S(=O)(=O)Cc3ccccc3)ncc2Cl)s1,-24%,?,-10,?,-7.6,-24%,13%,11%&27%,0%&-22%
O=C(NCc1cc(Cl)cc(Cl)c1)c1ccc2sc([C@@H]3O[C@H](CO)[C@H](O)[C@H](O)[C@H]3O)nc2c1,-5%,4%,-14,-21%,0.0,-5%,1%,-11%,10%
COc1ccc(C(=O)N/C(=C\c2cn(S(=O)(=O)N(C)C)c3ccccc23)C(=O)NCCCn2ccnc2)cc1,3%,-6%,-6,-1%,1.5,1%,-2%&-3%,29%&16%,2%&-3%
NCCCC[C@H]1CNC(=S)N1CCc1cc(C(F)(F)F)cc(C(F)(F)F)c1,-18%,-3%,13,?,-0.6,-10%,-3%,-9%,6%
CC(/C=N/n1cnnc1)=C\c1ccco1,0%,-7%,-4,2%,2.0,-11%,0%,?,-5%
COc1ccc(Cn2ccnc2SCC(=O)NC2CCCCC2)cc1,-1%,0%,0,-25%,-0.9,-23%,-2%,.,1%
O=C(CCN1CCCCC1)Nc1cccc(Br)c1,15%,-8%,1,-21%,-0.5,-2%,8%,-34%,11%
CCC(OC(=O)c1cccs1)C(=O)NC1CCCCC1 (stereo unspecified),3%,1%,2,-22%,-3.5,-8%,3%,2%,26%
O=C(CCS(=O)(=O)c1ccc(Br)s1)NCc1ccccc1,2%,1%,6,8%,0.1,-4%,0%,-12%,-9%
CCn1c(CO)nc2c1c(=O)[nH]c(=O)n2Cc1ccccc1,-3%,-3%,0,0%,-0.2,-7%,-5%,17%,0%
CCCCC(O)(CCN1CCOCC1)c1ccc(Cl)cc1 (stereo unspecified),2%,-1%,.,6%,6.3,7%,-10%,14%,12%
Cc1cc(C(F)(F)F)n2nc(-c3cnn(C)c3C(F)(F)F)cc2n1,1%,-5%,0,4%,0.6,-7%,3%,13%,-3%
CCCCC[C@H](O)/C=C/C1=C(CCCCCCC(=O)O)C(=O)CC1,-10%,?,-13,8%,2.4,?,6%,29%,-22%
CCCN(CCC)CC(=O)Nc1cccc2c1OCO2,-9%,0%,8,3%,0.0,-5%,-3%,14%,9%
O=C(COC(=O)C12CC3CC(CC(O)(C3)C1)C2)Nc1cccc(Br)c1,-5%,-2%,-2,-7%,0.4,-16%,1%,14%,10%
CCOC(=O)c1c(NC(=O)C2CCCO2)sc(C(N)=O)c1C (stereo unspecified),7%,-19%,-11,3%,0.1,4%,0%,7%,5%
C=CCC[C@H](CCCCC)OC(=O)/C=C/[C@H](O)[C@@H](O)C[C@@H](O)CC=C,-18%,-14%,17,?,-0.8,-3%,23%,40%,-12%
CN1[C@@H](Cc2ccccc2)COc2cc(N3CCSCC3)ccc2S1(=O)=O,8%,-12%,-3,-5%,-0.6,0%,-2%,31%,20%
SMILES,EPAC1 agonist,PLK1 PBD inh,PI5P4K alpha inh,EPAC1 antag,IL2 activator,WRN inhibitor,aSyn yeast inh,FUS yeast rescue,Abeta yeast res
Cc1cccc(NC(=O)c2ccc(S(=O)(=O)N3CCOCC3)cc2)c1C,-10%,-9%,6,-14%,0.7,-2%,-1%,18%,-12%
COc1ccc2ccc(C(C)(C(C)=O)C(=O)OC(C)C)cc2c1 (stereo unspecified),-18%,-13%,6,-13%,-3.4,-31%,11%,-3%,4%
Cc1c(NC(=O)C(C)OC(=O)c2ccccc2O)c(=O)n(-c2ccccc2)n1C (stereo unspecified),7%,-4%,3,5%,0.1,8%,-1%,.,-18%
O=C(C1CCCO1)N1CCC(c2nc3ccccc3[nH]2)CC1 (stereo unspecified),7%,-5%,.,16%,-1.2,5%,-4%,32%,-13%
CN(C(=O)NC1CC(=O)N(c2ccc3c(c2)OCCO3)C1)c1ccccc1 (stereo unspecified),-4%,-13%,-8,10%,-0.3,-2%,-2%,21%,1%
COC(=O)c1ccc(OC(=O)CCN2c3ccccc3Sc3ccccc32)cc1,1%,-3%,5,-2%,-0.6,-1%,4%,10%,7%
CCCc1cnc(N2CCN(C(=S)NC)CC2)nc1,-15%,-9%,1,-7%,0.4,-25%,-2%,6%,-15%
O=C1N=C2SCCN2/C1=C\c1ccccc1Cl,2%,-12%,-14,-12%,-0.5,1%,-4%,34%,-5%
CC(C)c1[nH]nc2c1C(C1C=CCCC1)C(C#N)=C(N)O2 (stereo unspecified),-9%,-4%,?,-21%,-0.7,-8%,8%,16%,2%
O=C1c2ccccc2C(=O)N1OCc1c(F)cccc1Cl,4%,-15%,7,-27%,0.0,1%,1%,6%,-3%
COc1ccc(CNC(=O)C(c2ccc(C)o2)N(C(=O)c2csnn2)c2ccc(C(C)C)cc2)cc1 (stereo unspecified),-10%,0%,4,-19%,1.2,2%,5%,29%,6%
CCOC(=O)c1cc2sccc2n1CC(=O)N1CCc2ccccc21,-5%,-1%,.,8%,-1.6,-5%,-10%,17%,27%
N#Cc1cccc(NC(=O)COC(=O)c2ccccc2C(=O)c2ccc(Cl)c([N+](=O)[O-])c2)c1,2%,-15%,4,-4%,-6.0,?,-4%,23%,-8%
CCCC(C(=O)NC(C)(C)CC)N(CC1CCCO1)C(=O)CNS(=O)(=O)c1ccc(F)cc1 (stereo unspecified),4%,-21%,18,-15%,-2.1,11%,-6%,-3%,-8%
CCN(CC(=O)Nc1cccc(OC)c1)c1ncnc2sc(C)c(C)c12,10%,-13%,0,-12%,-0.4,6%,2%,.,-6%
CCC(C)[C@H](NC(=O)NCc1ccc(S(N)(=O)=O)cc1)C(=O)O (stereo partly specified),4%,-3%,1,7%,-4.4,1%,4%,-30%,-1%
CCSc1nnc(NC(=O)CN(C)S(=O)(=O)c2ccc(F)cc2)s1,4%,-2%,.,2%,2.0,-6%,3%,-5%,0%
CC(C)(C)NS(=O)(=O)c1ccc(CCC(=O)NCc2ccc3c(c2)OCO3)cc1,4%,-9%,.,-10%,-1.9,-3%,16%,22%,4%
COc1cc2c(ccc3cc(OC)c(OC)c(O)c32)cc1O,-10%,?,-106*,?,-0.3,18µM*,?,18%,-18%
Cc1ccc(S(=O)(=O)N(C)c2ccc(OCC(=O)Nc3cccc(-n4cnnn4)c3C)cc2)cc1,6%,-8%,7,-28%,-0.2,-12%,5%,?,19%
O=C(CN1CCN(S(=O)(=O)c2ccc(Cl)cc2)CC1)Nc1ccc2c(c1)OCCO2,-1%,-21%,1,-16%,-0.6,6%,14%,4%,25%
Cc1ccccc1NC(=O)NC1(C(=O)N2CCOCC2)CCCCC1,0%,4%,-1,-2%,-0.6,0%,3%,-17%,-9%
O=C(O)CC1(CC(=O)Nc2ccc(Cl)cc2C(=O)c2ccccc2)CCCC1,1%,-3%,-7,-13%,0.2,1%,12%,32%,.
CCOC(=O)c1ccc(-c2ccc(/C=C(\C#N)C(=O)NCC3CCCO3)o2)cc1 (stereo unspecified),24%,5%,18,-24%,-0.5,-1%,0%,.,-12%
CC(C)(C)NC(=O)CN(C(=O)CS(=O)CC(=O)Nc1ccc(F)cc1)c1ccccc1F (stereo unspecified),-11%,6%,2,10%,-1.4,0%,-4%,-3%,0%
COc1cccc(-n2nnc3c(=O)n(Cc4ccc(C)cc4)cnc32)c1,18%,-9%,.,-20%,-0.9,-20%,2%,36%,-5%
CCOC(=O)N1CCC(NC(=O)c2cc3ccccn3n2)CC1,6%,2%,11,-1%,-2.7,3%,-1%,-6%,9%

# Pulled one by one from the entries so far, 3 records:
SMILES,EPAC1 agonist,PLK1 PBD inh,PI5P4K alpha inh,EPAC1 antag,IL2 activator,WRN inhibitor,aSyn yeast inh,FUS yeast rescue,Abeta yeast res
COc1ccc(CNC(=O)C(c2ccc(C)o2)N(C(=O)c2csnn2)c2ccc(C(C)C)cc2)cc1 (stereo unspecified),-10%,0%,4,-19%,1.2,2%,5%,29%,6%
CCC(OC(=O)c1cccs1)C(=O)NC1CCCCC1 (stereo unspecified),3%,1%,2,-22%,-3.5,-8%,3%,2%,26%
CCn1c(CO)nc2c1c(=O)[nH]c(=O)n2Cc1ccccc1,-3%,-3%,0,0%,-0.2,-7%,-5%,17%,0%
